Screening data: PubChem BioAssay, several laboratories
proCasp3 act: activators of human procaspase-3 D3A mutant, primary screen, biochemical, absorbance, PC-3 D3A mutant, single concentration; activation, % at 8.5 µM; recombinant procaspase-3 D3A, Ac-DEVD-pNA absorbance 405 nm; 330,000 tested, 0.11% active; Caspase-3 (Homo sapiens), P42574;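 active = activation above the mean of all tested compounds plus 3 SD, cut at about 21% in these data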;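 note: 0% = DMSO alone and 100% = DMSO wells spiked with extra 5 µM PC-3 D3A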
Target sequence (P42574 whole entry D9A/D28A/D175A): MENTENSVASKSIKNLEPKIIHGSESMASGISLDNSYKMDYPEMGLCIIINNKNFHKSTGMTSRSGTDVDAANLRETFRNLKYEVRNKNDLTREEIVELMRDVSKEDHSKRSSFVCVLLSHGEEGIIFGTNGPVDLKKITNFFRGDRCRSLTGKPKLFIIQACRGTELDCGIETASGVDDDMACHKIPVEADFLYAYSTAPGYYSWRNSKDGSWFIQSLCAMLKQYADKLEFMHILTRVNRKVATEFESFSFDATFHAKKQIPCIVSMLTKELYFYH
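Test system: Procaspase-3 D3A mutant; medium: Zinc-free HEPES/NaCl buffer with 0.01% Triton X-100 at pH 7.4; reagent: DEVD-pNA substrate; doses: one concentration, 8.5 µM nominal, 0.8% DMSO; times: 1 h preincubation plus 2 h reaction at 25 °C; signal: Epi-absorbance at 405 nm of released p-nitroaniline, 0 and 120 min; replicates: singlicate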
AGP1 TOR yeast: modulators of AGP1-GFP expression in yeast TOR pathway, primary screen, cell-based, multiplex flow cytometry, S. cerevisiae, MLPCN library | AID 2066, 2009 | 320,000 tested, 0.02% active | GFP response vs DMSO, % at 10 µM | 3 h; GFP as percent of DMSO wells;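 active = GFP response relative to DMSO above a set limit, near screen average plus 3 SD, cut at about 150% in these data; inconclusive = fewer than 70 cells counted for the yeast strain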;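 note: median GFP channel fluorescence of the gated AGP1 strain per well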
LAP4 TOR yeast: modulators of LAP4-GFP expression in yeast, primary screen, S. cerevisiae, multiplex flow cytometry, MLPCN library; 3 h; median GFP as percent of DMSO wells; GFP response vs DMSO, % at 10 µM; 320,000 tested, 0.34% active; AID 2023, 2009;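 active = GFP response vs DMSO above a set limit, about the screen mean plus 3 SD, cut at about 150% in these data; inconclusive = under 70 cell events counted for the yeast strain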
AHR act: AHR activators, primary screen, cell-based, luminescence, luciferase reporter, human | Aryl hydrocarbon receptor (Homo sapiens), P35869 | AHR-responsive luciferase reporter cells | activation, % at 5 µM | 320,000 tested, 2.5% active | AID 2796, 2010; in the data active = activation above about 47%;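 note: 0% = vehicle wells and 100% = reference agonist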
MEP2-GFP yeast: modulators of MEP2-GFP levels in yeast, primary screen, S. cerevisiae, multiplex flow cytometry, MLPCN library | S. cerevisiae MEP2-GFP strain, 3 h; 100% = DMSO control level | GFP response vs DMSO, % at 10 µM | 330,000 tested, 0.51% active | AID 2016, 2009;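 active = GFP response versus DMSO above a set limit, roughly screen mean plus 3 SD, cut at about 180% in these data; inconclusive = fewer than 70 cells counted for a yeast strain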;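 note: median GFP fluorescence of the barcode-gated MEP2-GFP cells per well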
proCasp7 act: procaspase-7 activators, primary screen, counter-screen for procaspase-3 activator project, biochemical, absorbance, HTS, human; Caspase-7 (Homo sapiens), P55210; recombinant procaspase-7, Ac-DEVD-pNA absorbance 405 nm; D23A/D198A/D206A triple mutant, cannot self-cleave; scale: DMSO 0, 5 µM enzyme 100; activation, % at 8.5 µM; 330,000 tested, 0.093% active;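 active = percent activation above the screen-wide mean plus 3 SD, cut at about 25% in these data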
Target sequence (P55210 whole entry D23A/D198A/D206A): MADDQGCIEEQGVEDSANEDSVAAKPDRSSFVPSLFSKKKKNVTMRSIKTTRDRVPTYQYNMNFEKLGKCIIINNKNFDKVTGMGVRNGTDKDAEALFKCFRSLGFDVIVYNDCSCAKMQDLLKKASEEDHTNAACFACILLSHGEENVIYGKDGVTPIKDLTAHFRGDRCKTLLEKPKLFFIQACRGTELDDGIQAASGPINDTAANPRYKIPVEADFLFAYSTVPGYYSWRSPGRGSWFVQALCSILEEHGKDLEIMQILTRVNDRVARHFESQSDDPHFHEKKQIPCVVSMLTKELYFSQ
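buffer or medium = Zinc-free HEPES/NaCl buffer, pH 7.4 | material = Procaspase-7 triple mutant (PC-7 D3A) | input = 2 µM procaspase-7 mutant as dispensed | signal = Epi-absorbance of released pNA at 405 nm, two timepoints | timing = 1 h preincubation, 2 h reaction | replicates = singlicate compound testing | evaluation = % activation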
CIT2-GFP yeast: modulators of CIT2-GFP expression in yeast, primary screen, S. cerevisiae, GFP fusion, multiplex flow cytometry, MLPCN library | S. cerevisiae CIT2-GFP strain, 3 h; 100 means same as DMSO wells | GFP response vs DMSO, % at 10 µM | 320,000 tested, 0.065% active | AID 2029, 2009;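 active = GFP response relative to DMSO above a set limit, near the screen mean plus 3 SD, cut at about 150% in these data; inconclusive = Fewer than 70 cells measured for a yeast strain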;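 note: ratio of well median GFP fluorescence to mean of DMSO wells on the plate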
RPL19A-GFP yeast: RPL19A-GFP expression modulators in yeast, primary screen, cell-based, S. cerevisiae, multiplex flow cytometry, MLPCN. S. cerevisiae RPL19A-GFP strain, 3 h; stronger effect = lower value. percent response vs DMSO, % at 10 µM. 330,000 tested, 0.3% active. AID 2025, 2009;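 active = percent response vs DMSO below 50%; inconclusive = fewer than 70 events counted for the yeast strain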;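 note: median channel GFP fluorescence of the barcoded RPL19A-GFP strain; ratio of sample median GFP to plate DMSO average so 100% = DMSO; lower means less RPL19A-GFP as with rapamycin TOR inhibition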
Active calls of the source: *; ? = inconclusive; / = no result given; [ ] = another dose, or the depositor's remark.

smiles	MEP2-GFP yeast	CIT2-GFP yeast	proCasp3 act	LAP4 TOR yeast	AGP1 TOR yeast	proCasp7 act	AHR act	RPL19A-GFP yeast
CN1CCN(c2ccc(Cl)cc2NC(=O)c2cc(=O)[nH]c3ccccc23)CC1	94	93	1	93	96	1	4	93
O=C(Cn1cc2c(n1)CCCC2)N1CCCc2ccccc21	102	103	11	98	102	5	6	96
O=C(NCc1ccccc1)c1ccc(=O)oc1	100	/	-10	/	/	7	0	98
CC(=O)c1ccc(NC(=O)C(C)OC(=O)CCN=C2NS(=O)(=O)c3ccccc32)cc1 (stereo not drawn)	90	90	5	105	101	1	3	95
CC(=O)Nc1ccc(N/C=C2/CCCC2=O)cc1	93	101	-8	107	105	1	5	95
CN(C(=O)COC(=O)CCC(=O)c1ccc(F)cc1)C1CCCCC1	99	97	3	97	100	8	1	99
COCCn1c(=NC(C)=O)sc2cc([N+](=O)[O-])ccc21	101	106	5	105	97	6	3	107
CNC(=O)CCn1nc(-c2ccccc2)c2ccccc2c1=O	99	104	7	108	109	6	0	99
COc1ccccc1NC(=S)NC1CCCCCC1	95	109	6	117	101	7	9	94
Cc1cc(C)cc(C(=O)NCC(=O)OCc2cc([N+](=O)[O-])cc3c2OCOC3)c1	104	101	-2	100	104	9	-1	105
COc1ccc(-c2nnc(NC(=O)C3CCCO3)s2)cc1 (stereo not drawn)	99	95	-2	104	93	-6	21	100
c1ccc2[nH]c(CN3CCOCC3)nc2c1	101	99	-1	96	102	2	-1	99
CC(C)CC(=O)Nc1nnc(SCC(=O)NCC2CCCO2)s1 (stereo not drawn)	104	104	10	109	100	-2	-2	100
O=C(CN1C(=O)C2C3c4ccccc4C(c4ccccc43)C2C1=O)Nc1ccccc1C(=O)O (stereo not drawn)	97	92	-1	93	95	6	-4	99
CCOc1cc(N2CCOCC2)c(OCC)cc1NC(=O)CN1C(=O)NC(CC(C)C)C1=O (stereo not drawn)	92	91	5	109	103	10	1	100
COC(=O)c1ccc(Cn2nnc3c(=O)[nH]c(C4CCN(S(=O)(=O)c5cc(C)ccc5C)CC4)nc32)cc1	111	125	9	97	111	-7	-4	107
COc1cc(NC(=O)c2cccnc2)c(Cl)cc1NC(=O)c1ccc(Cl)cc1	100	94	3	80	92	5	63*	105
Cn1c(=O)oc2cc(S(=O)(=O)N3CCOCC3)ccc21	95	89	11	87	88	6	7	90
Cc1cc(NC(=O)c2ccco2)ncc1NC(=O)Cc1ccccc1	99	99	5	94	98	8	-1	95
CCN1CSC(=S)N(Cc2ccccc2)C1	138	120	-1	112	109	4	-2	82

Next part (two carried over from the part before).
smiles	MEP2-GFP yeast	CIT2-GFP yeast	proCasp3 act	LAP4 TOR yeast	AGP1 TOR yeast	proCasp7 act	AHR act	RPL19A-GFP yeast
Cc1cc(NC(=O)c2ccco2)ncc1NC(=O)Cc1ccccc1	99	99	5	94	98	8	-1	95
CCN1CSC(=S)N(Cc2ccccc2)C1	138	120	-1	112	109	4	-2	82
Cc1ccc(C(CNC(=O)C(=O)Nc2ccc3c(c2)OCCO3)N2CCN(C)CC2)cc1 (stereo not drawn)	100	97	8	123	110	10	2	102
O=C(O)C1CC=CCC1C(=O)Nc1ccccc1C(=O)N1CCN(c2ccccc2)CC1 (stereo not drawn)	102	106	0	116	102	-2	5	100
CC1(C)OC(=O)C(=CNc2ccccn2)C(=O)O1	120	111	-13	116	115	3	0	109
COc1cccc(OC)c1OCCNCC1CSc2ccccc2O1 (stereo not drawn)	88	93	7	93	92	-8	4	94
Cc1cc(Cl)ccc1NC(=O)C1CCCN1C(=O)c1cccs1 (stereo not drawn)	107	107	10	102	106	9	0	117
Cc1cc(C)nc(SCC(=O)NNC(=O)c2ccccc2C)n1	96	110	-7	102	101	2	0	101
Cc1ccc2nsnc2c1S(=O)(=O)N(Cc1ccco1)Cc1cc2cccc(C)c2[nH]c1=O	100	105	-7	101	106	3	8	102
Cc1ccc(CN2CC(C(=O)NNC(=O)Cn3ccc(C(F)(F)F)n3)CC2=O)cc1 (stereo not drawn)	91	88	-11	95	96	5	0	95
O=c1c2cc(N3CCOCC3)ccc2[nH]c(=S)n1CCCN1CCCCC1	110	99	-6	111	104	-4	4	106
CC(=O)CC(C)(C)Nc1nc2ccc([N+](=O)[O-])cc2o1	91	112	-8	107	117	1	2	97
CCNc1nc(NCC)nc(OCCOC(=O)c2ccccc2)n1	105	/	4	111	111	3	1	116
O=C(CN1CCC(O)CC1)N1c2ccccc2C=Cc2ccccc21	109	108	6	103	103	13	0	98
Cn1c(NCCCN2CCOCC2)nc2c1c(=O)n(Cc1ccc(Cl)c(Cl)c1)c(=O)n2C	109	109	11	104	102	-8	-2	98
COc1cc(CN2CCCN(C)CC2)cc([N+](=O)[O-])c1O	108	109	-2	79	99	-8	1	109
CCOc1ccc(-n2nnnc2SCC(=O)c2ccccc2)cc1	106	101	2	99	102	3	1	93
COc1ccc(Nc2nc(S(=O)(=O)c3ccc(C)cc3)c(Cl)s2)cc1	111	94	4	111	101	-2	9	113
O=S(=O)(NC(=NC1CCCCC1)c1ccccc1F)c1ccccc1	102	107	-2	95	108	0	0	103
COc1ccc(C(C)NC(=O)C23CC4CC(CC(C4)C2)C3)cc1OC (stereo not drawn)	81[may fluoresce red]	96[may fluoresce red]	10	?	86[may fluoresce red]	2	-5	?
Cc1cccc(OCCCCCN2CCOCC2)c1	108	113	/	101	94	/	/	103
O=C(CCC1CCCCC1)NCc1cccs1	102	95	-4	101	102	8	3	99

New compounds follow.
smiles	MEP2-GFP yeast	CIT2-GFP yeast	proCasp3 act	LAP4 TOR yeast	AGP1 TOR yeast	proCasp7 act	AHR act	RPL19A-GFP yeast
O=C(CN1C(=O)COc2ccc(S(=O)(=O)N3CCCCC3)cc21)NCc1ccc(Cl)cc1	96	102	4	103	101	0	1	101
Cc1ccc(S(=O)(=O)NCC(=O)NCC(=O)N2CCC(C)CC2)cc1	108	108	11	98	99	16	1	101
CCCC(O)(c1ccc(CC)cc1)C(CN1CCOCC1)c1ccccc1 (stereo not drawn)	113	97	/	96	99	/	/	104
CN(Cc1cn(C)nc1-c1cccc(Cl)c1)Cc1nccn1C	102	88	0	96	105	3	6	104
CC(=O)OCC1=C(C(=O)O)N2C(=O)C(NC(=O)c3ccc(F)cc3)C2SC1 (stereo not drawn)	100	89	-13	109	90	-17	5	94
CCOC(=O)C1=C(COC(=O)c2sccc2C)NC(=O)NC1C (stereo not drawn)	97	93	8	103	102	-2	-1	96
CCOc1ccc(Nc2cc(C)nc3nc(C)nn23)cc1	105	101	13	110	107	7	8	104
O=C1OC(c2cccs2)=N/C1=C\c1ccc(-c2cccc(Cl)c2)o1	115	99	-3	104	100	-7	6	103
CN(Cc1ccccc1)S(=O)(=O)c1ccc(Cl)c(C(=O)N2CCC(C(N)=O)CC2)c1	100	95	-2	101	100	7	-2	93
O=C(NCc1ccco1)C1CC(c2ccccc2O)=NO1 (stereo not drawn)	97	94	1	110	101	4	0	99
O=S(=O)(NCC1CN(S(=O)(=O)c2c(F)cccc2F)C1)c1ccc2c(c1)OCCO2	88	104	-8	96	100	3	0	97
CCCNS(=O)(=O)c1ccc(OCC(=O)OC)cc1	98	95	-2	105	103	-5	4	97
O=c1cc(N2CCc3ccccc32)[nH]c(=O)n1-c1ccc(Cl)cc1	102	103	10	88	99	3	7	104
COc1cc2cc(CN(Cc3ccc4c(c3)OCO4)C(=O)c3ccco3)c(=O)[nH]c2cc1OC	105	99	-2	100	102	2	-2	97
COc1ccccc1CN1CC(C(=O)N2CCCCO2)CCC1=O (stereo not drawn)	90	98	14	87	96	0	3	94
O=[N+]([O-])c1ccccc1SN(Cc1ccccc1)c1ccccn1	136	138	0	91	97	-6	3	104
Cc1ccc(-c2nnc(SCC(=O)NCC3CCCO3)n2C)cc1 (stereo not drawn)	113	113	5	107	110	11	-2	102
NC(=O)C1CCN(C(=O)c2ccc(OCC(=O)Nc3cccc(C(F)(F)F)c3)cc2)CC1	103	100	12	101	108	-3	-1	99
Cc1cc(C)n(CCCNC(=O)COc2ccc([N+](=O)[O-])cc2)n1	93	95	4	88	91	-3	0	95
S=C1NC[C@H](Cc2cccc3ccccc23)N1CC1CCCCC1	102	94	-4	98	98	-1	4	103

Continued:
smiles	MEP2-GFP yeast	CIT2-GFP yeast	proCasp3 act	LAP4 TOR yeast	AGP1 TOR yeast	proCasp7 act	AHR act	RPL19A-GFP yeast
CC(C)N(Cc1ccccc1)C(=S)NCc1ccccc1	99	72	1	88	88	8	6	101
COc1ccc(CC(=O)N/N=C(\C)CC(=O)Nc2ccc(N(C)C)cc2)cc1OC	106	102	0	91	95	-7	4	101
COc1cccc(OCC(O)CN2CCN(C(c3ccccc3)c3ccccc3)CC2)c1 (stereo not drawn)	98	90	-4	99	97	-2	3	100
COc1cc(NC(=S)N2CCN(C)CC2)c(OC)cc1Cl	104	103	-4	92	98	-13	6	101
C=CCn1c(-c2cc(OC)cc(OC)c2)n[nH]c1=S	86	86	1	84	84	-8	14	89
Cc1cccc(C(=O)Nc2nccs2)c1[N+](=O)[O-]	101	99	-4	87	92	-1	43	98
CCC1=NN2C(=N)/C(=C\c3ccc(OCCOc4ccc(NC(C)=O)cc4)cc3)C(=O)N=C2S1	104	103	-5	96	98	3	1	103
Cc1cnn(-c2ccc3nnc(-c4ccc(Cl)cc4)n3n2)c1	104	96	10	106	89	6	42	99
CCC(=N\NC(=O)COc1ccccc1OC)/C(CC)=N/NC(=O)COc1ccccc1OC	97	98	5	105	98	-4	2	100
NNc1nc2ccccc2nc1C(F)(F)F	97	96	-6	98	98	-2	0	95
COc1ccccc1-c1nc(-c2ccc(C)nc2OC)no1	100	86	3	103	95	-6	-4	97
C=CCNC(=O)C(C)N1c2cccc3cccc(c23)S1(=O)=O (stereo not drawn)	121[may fluoresce violet]	?	5	89[may fluoresce violet]	21[may fluoresce violet]	6	0	99[may fluoresce violet]
Cc1ccc(SCC(=O)Nc2ccc(N3CCN(c4ccccc4)CC3)c(F)c2)cc1	108	/	5	103	112	5	1	108
Cn1c(=O)c(C(=O)COC(=O)c2cc(C(F)(F)F)nc3ccccc23)c(N)n(Cc2ccccc2)c1=O	94	113	8	122	91	0	0	106

No enrichment for hits (roughly 3.5% active in at least one column).
